Pf growth 48h: Primary qHTS for delayed death inhibitors of the malarial parasite plastid, 48 hour incubation | P. falciparum luciferase growth in erythrocytes, 48 h | Potency, µM (doses to about 28.7 µM), for inactives: at the highest dose activity change, negative = inhibition, hits mostly inhibitors | hit rate 5.9% among 310,000; also: potency is read from the fitted curve at half-maximal effect; % is scaled to controls: 0 for no effect and ±100 for the full control effect
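Luminescence readout; reporter = integrated firefly luciferase in P. falciparum. RBC culture at 2% hematocrit, 0.1% parasitemia final, 37 C/5% CO2; decreased signal taken as growth inhibition.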
Pf growth 96h: Primary qHTS for delayed death inhibitors of the malarial parasite plastid, 96 hour incubation; P. falciparum luciferase reporter growth, 96 h; Potency, µM (top dose mostly 28.7 µM), for the others: at the top dose activity change, negative = inhibition, actives largely listed as inhibitors; hit rate 6.9% among 320,000; AID 504834, 2011; also: potency is read from the fitted curve at half-maximal effect; % is scaled to controls: 0 for no effect and ±100 for the full control effect
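P. falciparum expressing integrated firefly luciferase, in erythrocytes at 2% hematocrit, 0.05% parasitemia, incubated with compounds 96 h at 37 C, 5% CO2. Growth inhibition read as loss of luminescence; two-generation exposure targets delayed-death apicoplast inhibitors.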
Cycloheximide cs: Cycloheximide Counterscreen for Small Molecule Inhibitors of Shiga Toxin; cell reporter, cycloheximide protein synthesis inhibition counterscreen; hit rate 12% among 300,000; AID 2314, 2010; max response, %; in the data active = max response mostly above about 13%, no sharp cut-off; inactive = mostly below about 14%; also: read at 38.3 µM for the half of the compounds with a filed dose; 0% is about no effect
TbPYK inhibitor: qHTS of Trypanosoma Brucei Inhibitors | pyruvate kinase (Trypanosoma brucei), Q57TT1 | TbPYK enzyme, Kinase-Glo Plus ATP luminescence, 45 min | Potency, µM (doses to about 76.8 µM), for the others: at the highest dose activity, negative = inhibition, hits mostly inhibitors | hit rate 0.12% among 410,000 | AID 624173, 2012; also: potency is read from the fitted curve at half-maximal effect; % is scaled to controls: 0 for no effect and ±100 for the full control effect; nearly all actives have a fitted effect of over 50% in size
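In this concentration-response screen, enzyme-free wells defined baseline while DMSO plates tracked drift. Each reaction combined TbPYK, substrate, compound and 130 uM ADP for 45 min at room temperature. Kinase-Glo Plus luminescence gave the signal.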
LmPK inhibitor: qHTS Assay for Inhibitors of Leishmania Mexicana Pyruvate Kinase (LmPK) | Q27686 | purified LmPK, Kinase-Glo ATP luminescence, 1 h | Potency, µM (top dose mostly 57.5 µM), without a hit: top-dose activity change, negative = inhibition, hits mostly inhibitors | hit rate 0.37% among 290,000 | AID 1721, 2009; also: potency is read from the fitted curve at half-maximal effect; % is scaled to controls: 0 for no effect and ±100 for the full control effect
Target sequence (Q27686 whole entry, looked up): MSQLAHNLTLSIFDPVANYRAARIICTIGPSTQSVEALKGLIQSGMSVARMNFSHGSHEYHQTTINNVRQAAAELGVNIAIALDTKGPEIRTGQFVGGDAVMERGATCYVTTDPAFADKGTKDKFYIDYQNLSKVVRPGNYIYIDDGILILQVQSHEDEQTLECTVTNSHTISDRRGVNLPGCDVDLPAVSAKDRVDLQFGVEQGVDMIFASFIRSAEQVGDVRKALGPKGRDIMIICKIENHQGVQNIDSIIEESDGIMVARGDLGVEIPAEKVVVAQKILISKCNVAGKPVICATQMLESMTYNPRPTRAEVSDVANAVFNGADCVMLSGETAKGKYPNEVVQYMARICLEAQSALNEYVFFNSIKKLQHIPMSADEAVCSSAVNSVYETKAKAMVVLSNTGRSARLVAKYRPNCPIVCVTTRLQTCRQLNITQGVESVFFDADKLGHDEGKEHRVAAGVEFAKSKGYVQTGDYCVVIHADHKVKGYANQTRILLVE
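Pyruvate kinase activity monitored as ATP production (luciferase luminescence). Conditions: 0.1 nM enzyme, 0.5 mM PEP, 0.1 mM ADP, 1 h, RT; normalized against uninhibited and no-enzyme wells.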
Shiga toxin inh: A qHTS for Small Molecule Inhibitors of Shiga Toxin | inhibition, % at 38.7 µM | hit rate 9.2% among 290,000 | Vero cells, Shiga toxin protein synthesis inhibition reporter; in the data active = inhibition mostly above about 28%, no sharp cut-off; inactive = mostly below about 43%; also: 0% is about no effect
HCV inhibitor: qHTS Assay for Inhibitors of Hepatitis C Virus (HCV); Huh7.5.1 HCVcc-Cre infection, luciferase reporter, 44 h; Potency, µM (top dose mostly 41.8 µM), for inactives: at the highest dose activity change, negative = inhibition, most hits filed as inhibitors; hit rate 3.4% among 340,000; AID 651820, 2012; also: potency is read from the fitted curve at half-maximal effect; % is scaled to controls: 0 for no effect and ±100 for the full control effect
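Seed cells (1,000/well) for 4 h; treat with compound and infect with HCVcc-Cre, moi about 0.5. Incubate 44 h, then detect luciferase activity.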
Starred values were filed as active, the others as inactive; u = inconclusive; x = no result given; & = joins results of further samples; [ ] = dose if it differs, or a comment. Unless noted, calls follow the shape of the dose curve; as a rule, active = well fitted curve in the direction sought with a large enough effect; inconclusive = small, poorly fitted or top-dose-only effect, or another doubt; inactive = no such curve, though single readings can be large; an effect the other way counts as inactive or inconclusive.

SMILES	Pf growth 48h	Pf growth 96h	Cycloheximide cs	TbPYK inhibitor	LmPK inhibitor	Shiga toxin inh	HCV inhibitor
O=S(=O)(NCCC(c1ccc(F)cc1)c1ccco1)c1ccccc1 (stereo unspecified)	u	-58%	1	u	4%	-5	u
COCCCNC(=O)c1c[nH]c2ccc(S(=O)(=O)N3CCC(C)CC3)cc2c1=O	u	u	1	2%	1%	2	3%
O=C(OCCN1CCOCC1)c1cccs1	12%	157%[activator]	5	-7%	-4%	8	18%
COc1ccc(Nc2nc(N3CCCCC3)nc(N3CCCCC3)n2)c(OC)c1	14%	-8%	-3	-4%	-2%	41	13%
COc1ccc(CCN(C)C2CCCN(S(=O)(=O)c3ccc(C)cc3)C2)cc1OC (stereo unspecified)	u	u	2	4%	3%	21	u
O=C(CN1C(=O)C2CCCCC2C1=O)OCC(=O)c1ccc(Cl)s1 (stereo unspecified)	-8%	-1%	17	-12%	-9%	21	13%
CC(CNC(=O)C(C)C)NC(=O)C(C)C (stereo unspecified)	x	-2%	-5	-2%	2%	-3	5%
CC(C)CCN1C(=O)c2ccc(C(=O)NCc3ccco3)cc2C1=O	-6%	x	-3	-2%	0%	-7	-8%
COCCOC(=O)C1=C(C)NC(=O)NC1/C=C/c1ccccc1 (stereo unspecified)	-5%	26%	-3	-4%	-1%	8	-4%
CCCC(=O)NNC(=O)CC(=O)Nc1ccccc1C(=O)O	47%[activator]	55%[activator]	-2	4%	-5%	-13	23%
C/C(=N/NC(=O)c1ccoc1C)c1ccc(NC(=O)C2CCCC2)cc1	85%[activator]	20%	58*	1%	-10%	65*	42%[activator]
O=C(OCc1cccnc1)C1=Cc2ccccc2OC1	7%	11%	23	2%	-5%	40*	3%
O=C(O)CN=C(NS(=O)(=O)c1ccc(Cl)cc1)c1ccccc1	x	u	-2	-3%	3%	-2	-3%
COc1cc(/C=C/C(=O)N2CCN(C(=O)/C=C/c3cc(OC)c(OC)c(OC)c3)CC2)cc(OC)c1OC	21%	-3%	-6	-8%	0%	-8	1%
O=C(O)c1n[nH]c2c1CCCC2	-2%	9%	-1	0%	-6%	0	-5%
Cc1cccc(C)c1OC1(c2ccccc2)OC(=O)c2ccccc21 (stereo unspecified)	u	u	-2	9%	-3%	19	u
COc1ccccc1OCC(=O)Nc1ncc(C)s1	138%[activator]	184%[activator]	x	1%	x	x	-7%
Cc1ccc(NC(=O)c2ccccc2Cl)c(Cl)c1	x	82%[activator]	42*	1%	-9%	69*	-18%
COc1ccccc1CNC(=O)Cn1cnnn1	4%	25%	2	5%	-2%	-5	5%
CN(C)CCCOC(=O)c1sc2ccccc2c1Cl	20%	90%[activator]	39*	1%	6%	59*	-14%
CCCc1ccc2oc(C(=O)N3CCN(C4CCS(=O)(=O)C4)CC3)c(C)c2c1 (stereo unspecified)	8%	u	23*	-4%	-11%	19	1%
Clc1ccc(Cn2ncc3c(NCc4ccco4)ncnc32)c(Cl)c1	u	-19%	7	-12%	-7%	-13	u
Cc1nnc(N2CCCC(C(=O)NCc3ccc(OC(C)C)cc3)C2)c2nn(-c3ccccc3)c(C)c12 (stereo unspecified)	-11%	-1%	-3	-3%	4%	-4	u
COc1ccc(NC(=O)C2=CC(c3ccco3)=NS(=O)(=O)N2C)cc1	123%[activator]	-1%	17*	-6%&1%	3%	25	-6%
COc1ccc(/C(C)=N/OCC(=O)N=Nc2c(O)[nH]c3ccccc23)cc1	17%	15%	3	7%	0%	8	u
CCOc1ccc2[nH]c(=S)[nH]c2c1	4%	x	-4	-7%	-3%	14	7%
Cc1cccc(C)c1NC(=O)CN(C)C(=O)c1ccccc1OCc1ccc(F)cc1	u	-1%	x	-6%	x	x	-14%
CN(C)S(=O)(=O)c1ccc(/C(O)=C2/C(=O)C(=O)N(Cc3cccnc3)C2c2cccs2)cc1 (stereo unspecified)	11%	2%	1	0%	-1%	-4	24%
COc1ccc(CNC(=O)Cc2ccc(OC)c(S(=O)(=O)N3CCOCC3)c2)cc1	-12%	20%	8	0%	-6%	2	11%
COc1ccc(NC(=O)c2cnc3sccn3c2=O)cc1	107%[activator]	45%[activator]	27*	2%	-10%	43*	0%
Cc1cccc(C(=O)NC(=S)Nc2ccc(N3CCOCC3)cc2)c1	7%	u	-2	-11%	0%	32	-20%
Cc1ccc(C(=O)NCC(=O)O)s1	10%	31%[activator]	5	-3%	2%	11	9%
CCC(=O)Nc1cccc(NC(=S)NC(=O)c2ccc(Cl)cc2)c1	115%[activator]	u	22*	-4%	-4%	24	u
Clc1ccc(Cn2ncc3c(NCc4ccccc4)ncnc32)c(Cl)c1	-12%	-24%	-6	x	0%	-17	-3%[0.335 µM]
CC(C)[C@H](NC(=O)[C@@H]1Cc2ccccc2CN1C(=O)OC(C)(C)C)C(=O)NC1CCCC1	u	u	1	-9%	4%	8	u
Cc1cc(C(=O)NN)c2cc(Br)ccc2n1	x	u	10	-5%	19%	5	5%
COCCOC(=O)c1c(NC(=O)CNc2ccc(C)c(F)c2)sc(C(N)=O)c1C	42%[activator]	8%	-1	2%	-1%	-8	-21%
CC(c1cccs1)N(Cc1ccco1)C(=O)Nc1ccc(Cl)c(Cl)c1 (stereo unspecified)	x	u	-3	-7%	8%	-1	-12%
CCNC(=O)n1cc(-n2cncn2)c(-c2ccccc2)n1	24%	20%	-5	2%	0%	-3	-8%
COc1ccc(CN(C)Cc2c(O)ccc3cc(Br)ccc23)cc1OC	u	u	-5	-2%	4%	-8	-4%
CCOC(=O)c1sc(NC(=O)c2cccs2)nc1C	280%[activator]	484%[activator]	17*	-10%	-19%	70*	4%
Cc1ccc(CSCC(=O)NCCCN2CCOCC2)cc1	51%[activator]	9%	-3	8%	8%	-1	10%
CC(=O)N/C(=C\c1ccc(F)cc1)C(=O)NC(C(=O)O)C(C)C (stereo unspecified)	-9%[5.75 µM]	66%[activator]	1	0%	2%	-9	11%
C(=C\c1ccccc1)/C=N/Nc1nc2ccccc2[nH]1	u	3.3µM*	27*	3%	-12%	89*	-2%
CC(=O)N1N=C(N)SC1c1cccc([N+](=O)[O-])c1 (stereo unspecified)	-23%	21%	-5	0%	-5%	-18	29%
Cc1ccc(C(=O)OCC(=O)Nc2ccc(F)c(Cl)c2)o1	-23%	28%	x	7%	x	x	27%
O=C(COC(=O)c1ccc(S(=O)(=O)Nc2ccccc2)cc1)NCCC1=CCCCC1	18%	28%	-1	-1%	1%	-7	9%
CC(NC(=O)c1ccc(S(C)(=O)=O)cc1)c1cccc2ccccc12 (stereo unspecified)	u	21%	1	-2%	1%	-3	-29%
Cc1ccc(NC(=O)C2(S(=O)(=O)c3ccc(C)cc3)CC2)cc1	8%	x	11	2%	-6%	-3	-17%
COc1ccc(C(=O)n2cnc(N)n2)cc1	2%	x	-1	1%	-9%	-8	14%
CCOC(=O)c1c(NC(=O)N/N=C/c2ccc(O)c(OC)c2)sc(C(C)=O)c1C	u	u	0	x	-3%	8	x
CCOc1ccc(/C=C/C(=O)c2ccc(-c3ccccc3)cc2)cc1	9%	22%	2	-5%	-3%	13	29%
C[C@@H](NC(=O)[C@@H]1Cc2ccccc2CN1C(=O)OC(C)(C)C)C(=O)NC1CCCCC1	u	13µM*	10	-17%	9%	-2	-6%
COCCN(C(=O)CSc1ncccn1)c1c(N)n(Cc2ccccc2)c(=O)[nH]c1=O	12%	5%	x	-1%	x	x	9%
C/C(=N\Nc1ccc(Cl)c(C(=O)O)c1)c1ccc(Br)s1	x	34%[activator]	59*	-12%	5%	153*	10%
CC(=O)Nc1ccc(NC(=O)CSc2ncc(C(=O)Nc3ccc(F)cc3)c(=O)n2C)cc1	3%	36%[activator]	x	1%	x	x	9%
c1ccc(CCn2nnnc2C(c2cccs2)N2CCN(Cc3ccc4c(c3)OCO4)CC2)cc1 (stereo unspecified)	u	-5%	7	2%	-1%	-4	u
COc1ccccc1-c1nnc(SCC(=O)N2CCOCC2)n1-c1ccccc1	2%	68%[activator]	-1	-4%	3%	-13	22%
Cc1ccnc(N2CCC(C(=O)Nc3ccc4c(c3)OCO4)CC2)n1	-3%	22%	3	4%	-2%	2	u
COc1cc(/C=N/NC(=O)c2cnccn2)ccc1O	14%	u	9	-4%	-4%	-9	0%
The list continues.
SMILES	Pf growth 48h	Pf growth 96h	Cycloheximide cs	TbPYK inhibitor	LmPK inhibitor	Shiga toxin inh	HCV inhibitor
N#Cc1ccc2ccn(CC(=O)NC3CCCCC3)c2c1	-22%	39%[activator]	-2	-5%	-3%	-8	11%
Cc1nc2ccccn2c1C(=O)CSc1ccc(Cl)cc1Cl	0%	u	1	-5%	2%	-4	u
Cc1c(NC(=O)/C=C/c2cccs2)c(=O)n(-c2ccccc2)n1C	32%[activator]	151%[activator]	-1	-4%	-1%	-12	11%
N#CC(C(=O)O)=C1CCCC1	10%	u	2	9%	-4%	-1	12%
COc1ccc(S(=O)(=O)Nc2ccc3ccccc3c2)cc1C	x	-20%	-1	-9%	6%	-10	11µM*
CC(=O)N1N=C(c2ccccc2)OC1(C)CC(=O)Nc1ccccc1 (stereo unspecified)	14%	u	-1	-8%	0%	-23	-3%
CCC1Nc2ncnc(N3CCN(c4ccccc4)CC3)c2N(Cc2ccc(C)cc2)C1=O (stereo unspecified)	u	12µM*	x	-7%	x	x	2.8µM*
Cn1ccnc1SCC(=O)Nc1cc(S(=O)(=O)N2CCOCC2)ccc1Cl	1%	9%	-4	-4%	1%	13	13%
Cc1ccc(NC(=O)CN(C)C(=O)c2ccc(-n3cncn3)c([N+](=O)[O-])c2)cc1	-27%	-2%	x	12%	x	x	0%
CCC(C)NS(=O)(=O)c1ccc(NC(=O)C2CCN(C(=O)c3ccco3)CC2)cc1 (stereo unspecified)	-4%	-1%	-3	-3%	-5%	-17	u
CCn1c(SCc2nc3ccccc3[nH]2)nnc1-c1ccccc1OC	u	3.7µM*	10	-3%	6%	-5	5%

Some values from the list.
COc1ccccc1-c1nnc(SCC(=O)N2CCOCC2)n1-c1ccccc1 | Pf growth 48h = 2%
Clc1ccc(Cn2ncc3c(NCc4ccccc4)ncnc32)c(Cl)c1 | Shiga toxin inh = -17

Single records (already shown). Values in the order: Pf growth 48h, Pf growth 96h, Cycloheximide cs, TbPYK inhibitor, LmPK inhibitor, Shiga toxin inh, HCV inhibitor
`CCC1Nc2ncnc(N3CCN(c4ccccc4)CC3)c2N(Cc2ccc(C)cc2)C1=O` (stereo unspecified) across the screens: u, 12µM*, x, -7%, x, x, 2.8µM*
`CCC(C)NS(=O)(=O)c1ccc(NC(=O)C2CCN(C(=O)c3ccco3)CC2)cc1` (stereo unspecified) across the screens: -4%, -1%, -3, -3%, -5%, -17, u
`CC(=O)N1N=C(c2ccccc2)OC1(C)CC(=O)Nc1ccccc1` (stereo unspecified) across the screens: 14%, u, -1, -8%, 0%, -23, -3%
`Cc1c(NC(=O)/C=C/c2cccs2)c(=O)n(-c2ccccc2)n1C` across the screens: 32%[activator], 151%[activator], -1, -4%, -1%, -12, 11%
`N#Cc1ccc2ccn(CC(=O)NC3CCCCC3)c2c1` across the screens: -22%, 39%[activator], -2, -5%, -3%, -8, 11%
